Bioassay records: PubChem BioAssay, National Center for Advancing Translational Sciences (NCATS)
MCF10A rereplic: DNA re-replication induction in MCF 10a cells; MCF 10A DNA re-replication, Hoechst nuclear intensity, 48 h; 350,000 tested, 2.9% active; Potency, µM (top dose mostly 46.1 µM), inactives show at the top dose activity, positive = re-replication, hits mostly activators; further: % of control where 0% means no effect; nearly all actives have a fitted effect of over 50% in size
S2 tox: reduces viability in counter-screen for ATXN expression inhibitors | S2 cells (HEK-293 line with an ATXN2-luciferase reporter) viability, CellTiter-Fluor protease fluorescence, 24 h | Potency, µM (top dose mostly 56.7 µM), hits mostly cytotoxic | 400,000 tested, 0.49% active; further: nearly all actives have a fitted effect of over 40% in size
Nrf2 ARE act: Nrf2 pathway activation; Potency, µM (highest dose often 46.1 µM), inactives show top-dose activation, usual class: activators; 410,000 tested, 0.31% active; AREc32 ARE-luciferase reporter (MCF7-derived line), luminescence, 24 h; further: % of control where 0% means no effect; nearly all actives have a fitted effect of over 65% in size
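AREc32_Fluc, 1000 cells/well, OPTI-MEM + 5% FBS, o/n 37 deg C 5% CO2; 23 nL cpd by pin tool, 24 hr; Steady-Glo 30 min RT, luminescence.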
TGFb inhibitor: blocks TGF-b signaling; AID 588855; Potency, µM (top dose mostly 46.1 µM), for inactives: at the top dose activity, negative = inhibition, usual class: inhibitors; 410,000 tested, 1.2% active; HepG2 CAGA-GFP TGF-b/SMAD3 reporter, GFP fluorescence, 18 h; TGF-beta stimulated, 500 pg/mL final; further: on the % scale 0 is the no-effect control and ±100 the full control effect; nearly all actives have a fitted effect of over 65% in size
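HEPG2 CAGA-GFP, 1000 cells/well; 2 h settle, 37 C; cpd via pin tool; TGF-b 500 pg/mL final; 18 h, 37 C; GFP imaging ex488/em500-530; %Activity normalised to -TGF-b and +DMSO controls; CRC fit, curve class.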
Nrf2 inh: Nrf2 pathway inhibition; A549 ARE-Fluc reporter, luciferase luminescence, 18-24 h; 360,000 tested, 2.1% active; Potency, µM (highest dose often 46 µM), inactives show top-dose activity change, negative = inhibition, usual class: inhibitors; further: on the % scale 0 is the no-effect control and ±100 the full control effect; nearly all actives have a fitted effect of over 60% in size
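Cells were seeded and rested 2 h, then exposed to compounds for 18-24 h. CellTiter-Fluor was read first as a viability measure. BugLite was added 15 min before the final luminescent read of ARE-luciferase activity in A549 cells.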
HepG2 tox: counter-screen for TGF-b inhibitors: cytotoxicity in HepG2 cells. Potency, µM (doses to about 46.1 µM), inactives show top-dose activity change, negative = cytotoxicity, usual class: cytotoxic. HepG2 CAGA-GFP viability, ATP luminescence, 18 h. 410,000 tested, 0.76% active. AID 588856; further: some results filed as inactive show a strong effect at the top dose
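HepG2 CAGA-GFP cells (1000/well, DMEM with 1% FBS) received compound, then TGF-beta at 500 pg/mL final, and were incubated 18 hours at 37 degrees C. Viability was read by CellTiter-Glo luminescence. Media-only wells were set as complete cell-killing and DMSO as no toxicity.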
A549 tox: kills or reduces viability of A549 cells in Nrf2 counter-screen; 390,000 tested, 0.16% active; AID 504648; Potency, µM (titrated, usually from 46 µM), inactives show top-dose activity change, negative = cytotoxicity, most hits filed as inhibitors; A549 ARE-Fluc cells, CellTiter-Fluor viability, 18-24 h; further: on the % scale 0 is the no-effect control and ±100 the full control effect
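A549 ARE_Fluc cells in 5% FBS OPTI-MEM were exposed to compounds in concentration-response for 18-24 h at 37 deg C. Viability was read by CellTiter-Fluor fluorescence (Ex 405/Em 525) after 30 min, before the luciferase read.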
ATXN2 expr inh: reduces ATXN2 reporter expression in HEK-293 cells. HEK-293 ATXN2-luciferase reporter, luminescence, 24 h. Potency, µM (top dose mostly 57 µM), without a hit: at the highest dose activity change, negative = inhibition, hits mostly inhibitors. 360,000 tested, 0.72% active; further: on the % scale 0 is the no-effect control and ±100 the full control effect; nearly all actives have a fitted effect of over 55% in size
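ATXN2-luciferase reporter cells (luciferase flanked by upstream and downstream ATXN2 gene portions) were treated 24 h at 37 °C with compounds at up to 57 uM. SteadyGlo luminescence gave expression; GF-AFC fluorescence gave viability.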
EPAC2 antag: antagonists of human EPAC2; Q8WZA2; 360,000 tested, 0.18% active; AID 720708; EPAC2 GEF exchange of Rap1B-BODIPY-GDP, fluorescence; Potency, µM (series often up to 114 µM), inactives show at the highest dose activity, negative = inhibition, usual class: inhibitors; further: on the % scale 0 is the no-effect control and ±100 the full control effect; nearly all actives have a fitted effect of over 45% in size; many of its hits are not listed in these tables
Target sequence (Q8WZA2 whole entry, looked up): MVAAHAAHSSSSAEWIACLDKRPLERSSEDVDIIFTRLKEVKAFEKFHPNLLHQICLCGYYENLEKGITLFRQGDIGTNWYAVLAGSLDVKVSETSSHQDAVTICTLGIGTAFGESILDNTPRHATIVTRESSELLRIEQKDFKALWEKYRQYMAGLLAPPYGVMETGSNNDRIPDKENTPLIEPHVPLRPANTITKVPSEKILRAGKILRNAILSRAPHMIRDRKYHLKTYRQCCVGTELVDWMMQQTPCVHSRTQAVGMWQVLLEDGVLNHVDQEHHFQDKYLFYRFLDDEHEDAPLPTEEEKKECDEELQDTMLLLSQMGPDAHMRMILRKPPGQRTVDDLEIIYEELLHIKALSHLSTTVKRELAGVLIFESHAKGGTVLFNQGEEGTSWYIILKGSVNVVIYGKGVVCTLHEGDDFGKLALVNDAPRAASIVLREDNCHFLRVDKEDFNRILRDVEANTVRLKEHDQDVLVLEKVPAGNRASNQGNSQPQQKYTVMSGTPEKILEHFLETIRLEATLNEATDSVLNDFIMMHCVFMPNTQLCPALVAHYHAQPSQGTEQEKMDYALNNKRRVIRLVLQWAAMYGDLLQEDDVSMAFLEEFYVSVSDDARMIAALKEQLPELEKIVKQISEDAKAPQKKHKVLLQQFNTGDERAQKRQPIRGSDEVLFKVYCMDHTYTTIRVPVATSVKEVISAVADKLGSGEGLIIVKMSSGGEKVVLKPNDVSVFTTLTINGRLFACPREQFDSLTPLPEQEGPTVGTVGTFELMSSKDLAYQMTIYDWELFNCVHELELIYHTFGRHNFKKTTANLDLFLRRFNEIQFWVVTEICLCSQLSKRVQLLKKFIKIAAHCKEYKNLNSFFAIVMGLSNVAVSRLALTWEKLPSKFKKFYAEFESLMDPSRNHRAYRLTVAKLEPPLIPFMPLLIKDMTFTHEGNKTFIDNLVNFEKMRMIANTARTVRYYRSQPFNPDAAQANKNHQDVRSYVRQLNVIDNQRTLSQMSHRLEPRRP
The depositor's hits bear a star; i = inactive; u = inconclusive; x = no result given; [ ] = another dose, or the depositor's remark. The call rests on the fitted dose curve; in most records, active means well fitted curve in the direction sought with a large enough effect; inconclusive means small, poorly fitted or top-dose-only effect, or another doubt; inactive means no such curve, though single readings can be large; an effect the other way counts as inactive or inconclusive. Potency means the concentration at half of the fitted maximal effect.

Below each SMILES: MCF10A rereplic, S2 tox, Nrf2 ARE act, TGFb inhibitor, Nrf2 inh, HepG2 tox, A549 tox, ATXN2 expr inh, EPAC2 antag
1. O=C(OCC(=O)N1CCCC1=O)c1ccc(F)c(S(=O)(=O)N2CCOCC2)c1
  -17%, i, -0.4%, -10%, 1%, -25%, 8%, 3%, 0%
2. CCCCC(CC)CN=C(N)NC(N)=NCCCCCCN=C(N)NC(N)=NCC(CC)CCCC (centres undefined)
  12µM*, 13µM*, -3.8%, u, u, 11µM*, u, 10µM*, u
3. CCN(CC(=O)NCc1ccco1)S(=O)(=O)c1ccc(OC)cc1
  -1%, i, -0.7%, 1%, 2%, -1%, -4%, 1%, 0%
4. O=C(NC1CCCC1)c1cc(-c2ccc(Cl)cc2Cl)on1
  0%, i, 2.3%, -3%, 16%, 17%, 0%, 13%, 2%
5. CCN(C1CCS(=O)(=O)C1)S(=O)(=O)c1ccc(OC)c(OC)c1 (centres undefined)
  -1%, i, -0.8%, 0%, 15%, -16%, -13%, -4%, -1%
6. Cc1ccc(CNC(=O)CN2C(=O)COc3ccc(S(=O)(=O)N4CCCCC4)cc32)o1
  -1%, i, 0.0%, 1%, 1%, -1%, -3%, 4%, 0%
7. CCOC(=O)N1CCN(CCC(=O)Nc2ccc(Br)c(C)c2)CC1
  17%, i, 2.8%, 22%, 19%, 6%, -2%, -18%, -6%
8. O=C(c1ccc(F)cc1)n1cc(C(=S)N2CCOCC2)c2ccccc21
  4%[9.22 µM], i, -0.9%, 22%, -6%, 1%, 0%, u, -3%
9. COc1ccc(C=C2C(=O)OC(C)(C)OC2=O)cc1OC
  4%, i, -1.1%, 7%, 0%, 0%, -1%, x, 2%
10. Cc1cc(C(=O)NCCCN(C)C)c2ccccc2n1
  1%, i, -0.6%, -5%, 3%, 5%, -5%, x, 1%
11. Cc1ccc(C(=O)Nc2c(C)cc(-c3ccccc3)oc2=O)cc1
  u, x, 0.1%, -21%, u, 1%, -2%, -12%, 23%
12. O=C(CCC1COc2ccccc2O1)Nc1cccnc1 (centres undefined)
  -4%, i, -0.6%, 6%, -12%, 4%, -20%, 4%, 12%
13. CN(CC(=O)Nc1ccccc1Cl)C(=O)CSC(=S)N1CCCC1
  0%, u, -0.1%, 6%, -8%, 5%, -16%, 4%, 6%
14. CN(C)C(=O)COc1ccc(C(=O)/C=C/c2cccnc2)cc1
  u, u, u, u, -26%, -11%, -2%, -1%, 7%
15. CCCCC(=O)Nc1ccc(C(=O)NCCN2CCOCC2)cc1
  -1%, i, -0.2%, 6%, 6%, 7%, -6%, x, 13%
16. CCCN1C(=O)c2ccccc2NC1c1ccc(OC)c(COc2cccc(OC)c2)c1 (centres undefined)
  x, x, x, 5%, u, -18%, -19%, x, x
17. C=C(C)CSc1nc(N)c2c(C)c(C)sc2n1
  16%, i, 2.2%, -10%, 28%, -12%, 7%, 15%, -2%
18. COc1cc2[nH]c(=O)n(CCCCCC(=O)NCCc3ccccc3)c(=O)c2cc1OC
  x, i, -0.5%, u, 12%[9.27 µM], -9%, 3%, -6%, x
19. CCCCCNC(=O)CCCCn1c(=O)[nH]c2cc(OCC)c(OCC)cc2c1=O
  3%, i, 0.4%, -11%, 3%, -3%, -6%, 77%[activator], 0%
20. COc1ccc(Cl)cc1Nc1nc(C)cc(C)c1C(N)=O
  -1%, i, 0.4%, 5%, x, -1%, 10%, -1%, 1%
21. CC(C)(C)c1ccc(C(=O)N2CCN(S(=O)(=O)c3ccc(Br)s3)CC2)cc1
  8%, u, -1.0%, 2%, u, -1%, -2%, x, -14%
22. Cc1nnc(NC(=O)C2COc3ccccc3O2)s1 (centres undefined)
  -9%, i, 1.4%, 13%, u, 5%, 2%, 21%, 3%
23. O=C1CC(N2CCSCC2)C(=O)N1CCc1ccccc1 (centres undefined)
  -6%, i, -1.6%, -6%, 10%, -3%, 11%, 3%, -1%

Copied from above: entries 10 to 23
Below each SMILES: MCF10A rereplic, S2 tox, Nrf2 ARE act, TGFb inhibitor, Nrf2 inh, HepG2 tox, A549 tox, ATXN2 expr inh, EPAC2 antag
10. Cc1cc(C(=O)NCCCN(C)C)c2ccccc2n1
  1%, i, -0.6%, -5%, 3%, 5%, -5%, x, 1%
11. Cc1ccc(C(=O)Nc2c(C)cc(-c3ccccc3)oc2=O)cc1
  u, x, 0.1%, -21%, u, 1%, -2%, -12%, 23%
12. O=C(CCC1COc2ccccc2O1)Nc1cccnc1 (centres undefined)
  -4%, i, -0.6%, 6%, -12%, 4%, -20%, 4%, 12%
13. CN(CC(=O)Nc1ccccc1Cl)C(=O)CSC(=S)N1CCCC1
  0%, u, -0.1%, 6%, -8%, 5%, -16%, 4%, 6%
14. CN(C)C(=O)COc1ccc(C(=O)/C=C/c2cccnc2)cc1
  u, u, u, u, -26%, -11%, -2%, -1%, 7%
15. CCCCC(=O)Nc1ccc(C(=O)NCCN2CCOCC2)cc1
  -1%, i, -0.2%, 6%, 6%, 7%, -6%, x, 13%
16. CCCN1C(=O)c2ccccc2NC1c1ccc(OC)c(COc2cccc(OC)c2)c1 (centres undefined)
  x, x, x, 5%, u, -18%, -19%, x, x
17. C=C(C)CSc1nc(N)c2c(C)c(C)sc2n1
  16%, i, 2.2%, -10%, 28%, -12%, 7%, 15%, -2%
18. COc1cc2[nH]c(=O)n(CCCCCC(=O)NCCc3ccccc3)c(=O)c2cc1OC
  x, i, -0.5%, u, 12%[9.27 µM], -9%, 3%, -6%, x
19. CCCCCNC(=O)CCCCn1c(=O)[nH]c2cc(OCC)c(OCC)cc2c1=O
  3%, i, 0.4%, -11%, 3%, -3%, -6%, 77%[activator], 0%
20. COc1ccc(Cl)cc1Nc1nc(C)cc(C)c1C(N)=O
  -1%, i, 0.4%, 5%, x, -1%, 10%, -1%, 1%
21. CC(C)(C)c1ccc(C(=O)N2CCN(S(=O)(=O)c3ccc(Br)s3)CC2)cc1
  8%, u, -1.0%, 2%, u, -1%, -2%, x, -14%
22. Cc1nnc(NC(=O)C2COc3ccccc3O2)s1 (centres undefined)
  -9%, i, 1.4%, 13%, u, 5%, 2%, 21%, 3%
23. O=C1CC(N2CCSCC2)C(=O)N1CCc1ccccc1 (centres undefined)
  -6%, i, -1.6%, -6%, 10%, -3%, 11%, 3%, -1%

These rows are one share of the data; count on the stated rates, not on these rows.
